ELG1 DNA repair = qHTS screen for small molecules that inhibit ELG1-dependent DNA repair in human embryonic kidney (HEK293T) cells expressing luciferase-tagged ELG1. HEK293T ELG1-luciferase reporter, luminescence, 16 h; DNA damage induced by 5-fluorouridine. Potency, µM (top dose mostly 46.1 µM), without a hit: at the highest dose activity change, negative = inhibition, actives largely listed as inhibitors. hit rate 2.3% among 330,000; also: potency is read from the fitted curve at half-maximal effect; % is scaled to controls: 0 for no effect and ±100 for the full control effect; nearly all actives have a fitted effect of over 55% in size
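HEK293T cells expressing luciferase-tagged ELG1 (2,000/well) received 5-Fluorouridine plus compound or DMSO for 16 hr at 37 °C. Luciferase was read by ONE-Glo luminescence after 30 min at room temperature.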
BCR signal inh = qHTS Assay to Find Inhibitors of Chronic Active B-Cell Receptor Signaling. hit rate 0.05% among 340,000. Potency, µM (doses to about 46.1 µM), without a hit: top-dose ratio change, negative = lower green/red ratio, hits mostly inhibitors. AID 493014, 2011. ABC-DLBCL IkBa-CBG/CBR reporter, luminescence ratio, 4 h; active = well fitted inhibition curve with a large enough effect in the signal ratio, with a control signal flat, not every such curve was filed as active; inconclusive = small, poorly fitted or top-dose-only effect, or effect the other way, or a change in a side signal; the % refers to the signal ratio;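 also: potency is read from the fitted curve at half-maximal effect; plate controls were basal doxycycline-induced cells for no effect and cells given 10 µM MG132 for full effect; MG132 reads +100%, hits lower the ratio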
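TMD8 human ABC-DLBCL cells with doxycycline-inducible IκBα–green luciferase fusion and unfused red luciferase, in 0.5% FBS medium; compounds up to 46 uM, 4 h at 37C. Green/red luminescence ratio, filter-overlap corrected, fitted to concentration-response curves.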
a7 integrin act = qHTS for Activators of Integrin-Mediated Alleviation for Muscular Dystrophy. alpha7betagal myoblasts, beta-gal FDG fluorescence, 48 h. Potency, µM (series often up to 38.3 µM), for inactives: top-dose activation, most hits filed as activators. hit rate 0.064% among 350,000. AID 624291, 2012;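 also: potency is read from the fitted curve at half-maximal effect; 100% = response of the positive control SU9516; nearly all actives have a fitted effect of over 60% in size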
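Alpha7betagal+/- myoblasts (passage 13) were plated 16-24 hr, then exposed to compounds (1:260 dilution of DMSO stock) for 48 hours at 37C. After MPER lysis, β-galactosidase reporter activity was read as FDG fluorescence (ex 480/em 540) after 30 minutes.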
Eya2 inh = qHTS Assay for Inhibitors of the Phosphatase Activity of Eya2. Protein phosphatase EYA2 (Homo sapiens), O00167. recombinant Eya2, OMFP fluorescence dephosphorylation (OMFP is methylfluorescein phosphate). Potency, µM (top dose mostly 76.9 µM), for inactives: at the highest dose activity, negative = inhibition, most hits filed as inhibitors. hit rate 0.006% among 330,000. AID 488837, 2010; also: potency is read from the fitted curve at half-maximal effect; % is scaled to controls: 0 for no effect and ±100 for the full control effect
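Eya2 protein (added as 0.2 uM solution) was preincubated with compound for 10 min at ambient temperature in 50 mM HEPES pH 7.5, 50 mM NaCl, 5 uM MgCl2, 0.05% BSA, 1 mM DTT. OMFP (added at 50 uM) then reacted 10 min; fluorescence read at 485/525 nm.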
TCR act = Activators of T cell receptors: qHTS campaign. Potency, µM (highest dose often 9.22 µM), for the others: at the top dose activation of IL-2 secretion, actives largely listed as activators. 330,000 tested, under 10 active. primary human leukocytes, anti-CD3, IL-2 HTRF, 48 h; also: % of control where 0% means no effect
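TCR engagement came from a-CD3 beads alone, with compounds added to primary human leukocytes for 48 hr. Secreted IL-2 bridged europium cryptate- and d2-labelled anti-IL-2 antibodies, giving FRET emission at 665nm after 320nm excitation.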
PTAP TSG101 blk = qHTS Assay for Iinhibitors of HIV-1 Budding by Blocking the Interaction of PTAP/TSG101 | Fluorescence polarization, FITC-PTAP peptide / Tsg101 binding | Potency, µM (series often up to 115 µM), without a hit: top-dose activity change, negative = inhibition, hits mostly inhibitors | 340,000 tested, under 10 active | AID 493005, 2010; active = well fitted inhibition curve with a large enough effect in the main read-out, with a control signal flat, not every such curve was filed as active; inconclusive = small, poorly fitted or top-dose-only effect, or effect the other way, or a change in a side signal; inactive = no such curve, though single readings can be large or run the other way; also: potency is read from the fitted curve at half-maximal effect; % of control where 0% means no effect
Target sequence (Q99816 whole entry, looked up): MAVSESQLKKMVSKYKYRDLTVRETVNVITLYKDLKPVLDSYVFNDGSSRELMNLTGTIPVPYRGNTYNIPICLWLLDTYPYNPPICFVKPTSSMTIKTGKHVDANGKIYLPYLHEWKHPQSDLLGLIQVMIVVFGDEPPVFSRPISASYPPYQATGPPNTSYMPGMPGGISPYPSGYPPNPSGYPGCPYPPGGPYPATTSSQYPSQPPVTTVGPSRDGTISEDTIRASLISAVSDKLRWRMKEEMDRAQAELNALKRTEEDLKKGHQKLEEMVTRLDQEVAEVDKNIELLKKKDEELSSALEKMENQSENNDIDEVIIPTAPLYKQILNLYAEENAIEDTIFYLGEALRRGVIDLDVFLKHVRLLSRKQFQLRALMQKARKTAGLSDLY
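Compounds were pin-transferred onto Tsg101 binding domain (10 uM final) in HEPES pH 7.5 buffer, then FITC-PTAP peptide was added at 50 nM final. After 20 min at RT, polarization reported peptide displacement across a qHTS concentration series.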
Tb PFK block = qHTS Assay to Find Inhibitors of T. brucei phosphofructokinase; ATP-dependent 6-phosphofructokinase (Trypanosoma brucei brucei), O15648; T. brucei PFK, ADP-Glo luminescence; Potency, µM (top dose mostly 57.5 µM), without a hit: at the top dose activity, negative = inhibition, usual class: inhibitors; hit rate 0.17% among 330,000; AID 485367, 2010;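 also: potency is read from the fitted curve at half-maximal effect; 0% = uninhibited 1x PFK enzyme wells and -100% = no-enzyme wells; nearly all actives have a fitted effect of over 60% in size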
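Compounds were pin-transferred as a titration series up to 57 uM into substrate buffer (0.5 mM F6P, 0.1 mM ATP, pH 8.0), then 1.25 nM PFK was added and reactions ran 45 min before ADP-Glo detection.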
S-ASM inh = Inhibitors of Secretory Acid Sphingomyelinase (S-ASM): qHTS. Sphingomyelin phosphodiesterase (Homo sapiens), P17405. hit rate 0.006% among 340,000. placental ASM, HMU-PC fluorogenic substrate, 60 min. Potency, µM (titrated, usually from 57.5 µM), without a hit: at the top dose activity change, negative = inhibition, actives largely listed as inhibitors. AID 504937, 2011; also: potency is read from the fitted curve at half-maximal effect
Target sequence (P17405 47-631 limits assumed): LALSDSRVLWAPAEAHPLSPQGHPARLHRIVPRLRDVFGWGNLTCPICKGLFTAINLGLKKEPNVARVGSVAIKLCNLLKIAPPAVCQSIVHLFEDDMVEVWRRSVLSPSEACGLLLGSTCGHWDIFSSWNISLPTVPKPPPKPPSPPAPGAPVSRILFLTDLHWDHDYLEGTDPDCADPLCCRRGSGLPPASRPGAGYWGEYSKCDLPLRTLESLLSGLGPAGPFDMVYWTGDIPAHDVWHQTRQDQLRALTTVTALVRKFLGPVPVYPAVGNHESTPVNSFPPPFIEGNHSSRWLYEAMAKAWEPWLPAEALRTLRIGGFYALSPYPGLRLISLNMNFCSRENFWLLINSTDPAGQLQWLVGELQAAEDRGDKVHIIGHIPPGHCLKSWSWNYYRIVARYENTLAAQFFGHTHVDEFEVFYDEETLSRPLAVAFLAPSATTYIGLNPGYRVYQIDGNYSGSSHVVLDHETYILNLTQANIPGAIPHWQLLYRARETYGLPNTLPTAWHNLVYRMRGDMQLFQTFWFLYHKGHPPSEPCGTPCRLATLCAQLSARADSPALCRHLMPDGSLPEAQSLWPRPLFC
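Fluorescence read-out (Ex 386 nm, Em 447 nm) after stopping the reaction at pH 10. Enzyme: ASM from human placenta; substrate HMU-PC0, 9 uM final; 60 min, 37 °C. Compound preincubation 10 min, ambient temperature.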
AT treatment = qHTS Assay for Identifying a Potential Treatment of Ataxia-Telangiectasia; […] A-T fibroblasts, KAP-1 phosphorylation AlphaLISA; neocarzinostatin DNA damage 30 min before lysis; Potency, µM (top dose mostly 57.5 µM), without a hit: at the top dose activation, actives largely listed as activators; hit rate 0.19% among 320,000; AID 485349, 2010; also: potency is read from the fitted curve at half-maximal effect; % of control where 0% means no effect; nearly all actives have a fitted effect of over 45% in size
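hTERT-immortalized A-T patient fibroblasts ([…]), 500 cells/well in OPTI-MEM, 1% FBS, got compounds for 60 min, then NCS for 30 min at 37C. Lysates were then assayed for phospho-KAP-1 by AlphaLISA (anti-pKAP1 donor, anti-KAP1 acceptor beads), 6 hr at 25C.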
TSHR antag = Antagonists of the Thyroid Stimulating Hormone Receptor: HTS campaign | TSHR-expressing cells, TSH-stimulated cAMP HTRF, 2 h; active compounds read low | activity change, negative = inhibition, % at 11.5 µM | Thyrotropin receptor (Homo sapiens), P16473 | hit rate 0.2% among 330,000;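 active = activity change below a set negative limit, meaning inhibition stronger than a set level, cut at about -70% in these data; inconclusive = activity change between two set negative limits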; also: % is scaled to controls: 0 for no effect and ±100 for the full control effect
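Inhibition of cAMP made by TSHR-expressing cells under TSH stimulation (4nM final, EC80; 2 h, 37 deg C) is quantified with a one-step lysis HTRF kit, anti-cAMP cryptate versus cAMP-d2.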
Mito fusion yeast = qHTS Assay for Small Molecule Inhibitors of Mitochondrial Division or Activators of Mitochondrial Fusion; hit rate 0.23% among 320,000; Potency, µM (doses to about 46.1 µM), inactives show at the highest dose growth rescue (activation), actives largely listed as activators; AID 485298, 2010; S. cerevisiae fusion-defective mutant growth rescue, CellTiterGlo 48 h;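 also: potency is read from the fitted curve at half-maximal effect; % of control where 0% means no effect; nearly all actives have a fitted effect of over 45% in size; temperature-sensitive fusion mutants such as fzo1-1 at 37 °C on non-fermentable ethanol glycerol medium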
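Luminescent cell viability in 1536-well qHTS format served as the measure of rescued growth in ts fusion-mutant S. cerevisiae cultured on non-fermentable YPEG for 48 hours at 37C.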
* marks the source's active call; other numbers are inactive results; ? = inconclusive; · = no result given; [ ] = remark or other dose. Unless noted, calls follow the shape of the dose curve; as a rule, active = well fitted curve in the direction sought with a large enough effect; inconclusive = small, poorly fitted or top-dose-only effect, or another doubt; inactive = no such curve, though single readings can be large; an effect the other way counts as inactive or inconclusive.

no. | structure | PTAP TSG101 blk | BCR signal inh | Eya2 inh | TCR act | Tb PFK block | a7 integrin act | S-ASM inh | ELG1 DNA repair | Mito fusion yeast | AT treatment | TSHR antag
1 | CC(C)C1O/C(=N/C(=O)Nc2ccc(Cl)c(Cl)c2)NC1=O (configuration not stated) | -2% | ? | 6% | · | 9.5µM* | 6% | -4% | -2% | -11% | 3% | 13
2 | Cc1c(NC(=O)/C=C/c2cccs2)c(=O)n(-c2ccccc2)n1C | -6% | 0% | -10% | 0% | -2% | 6% | 4% | -6% | 0% | 5% | 2
3 | CCn1c(=O)cc(SCC(=O)N2CCN(C(=O)c3ccco3)CC2)c2ccccc21 | 1% | -16% | 1% | 8% | 10%[0.46 µM] | 16% | 0% | ? | 0% | 12% | -6
4 | Cc1ccc(Cn2ccc(NC(=O)c3cc(-c4ccc(Cl)cc4)on3)n2)cc1 | -10% | -3% | 14% | · | 1% | -30%[7.66 µM] | 2% | 7% | -3% | -3% | -2
5 | CC1CCCC2(C1)NC(=S)N(c1ccccc1)N2 (configuration not stated) | -2% | -1% | 10% | -2% | ? | -14% | 0% | 1% | 2% | -1% | 9
6 | O=C(CSc1nc(-c2ccco2)cc(C(F)(F)F)n1)Nc1ccccc1C(F)(F)F | 1% | 0% | -34% | -2%[46.1 µM] | ? | 32% | -4% | -8% | -4% | 0% | -20
7 | CC(=O)N1CCN(c2ccc(NC(=O)c3ccc(OCc4ccccc4)cc3)cc2)CC1 | -2% | 2% | -1% | -11% | -5% | 0% | 0% | 0% | 1% | 0% | -1
8 | O=C(COC(=O)CSc1ccc(Cl)cc1)NCCc1ccccc1 | 1% | -9% | 4% | -46% | -1% | 5% | -5% | 5% | 2% | 20% | 44
9 | O=C(COC(=O)c1cn(-c2ccccc2)nc1-c1ccccc1)c1cccc([N+](=O)[O-])c1 | -4% | -12% | ? | 1% | 0% | 22% | -5% | -13% | 3% | -1% | 2
10 | Cc1cc2cc(CCNC(=O)C(=O)c3c[nH]c4ccccc34)c(=O)[nH]c2cc1C | -10% | 5% | -9% | 4% | -4% | -20% | -28% | -19% | -2% | -5% | -13
11 | COc1ccc(C(=O)NC2CCCc3ccccc32)c(OC)c1OC (configuration not stated) | 3% | -3% | -2% | -4% | 0% | -10% | 0% | -23% | ? | 1% | 18
12 | Cc1c(/C=N/NC(=O)C(C)(C)Oc2ccc(Cl)cc2)cnn1C | -8% | -13% | 5% | 3% | -1% | -3% | 1% | 2% | 0% | 0% | 5
13 | O=C1NCCCCC1NS(=O)(=O)c1cccc2ccccc12 (configuration not stated) | 1% | 6% | 17% | 3% | -15% | 8% | 2% | -23% | 3% | 2% | 2
14 | CC1CCN(CC(=O)N2CCc3ccccc32)CC1 | 0% | ? | 0% | 1% | -2% | -9% | 0% | 0% | 3% | 8% | -8
15 | CC(C)(C)c1nc2c(C#N)c(-c3ccc(Cl)cc3)ccn2n1 | -1% | ? | -10% | 2% | -1% | -36% | -12% | -16% | 11% | 1% | -12
16 | Cc1ccc(C)c(S(=O)(=O)N2CCCC2CNC(=O)C(=O)NCc2ccccc2C)c1 (configuration not stated) | -2% | -1% | 12% | -1% | -12% | 0% | 2% | 15µM* | -7% | 6% | 3
17 | COCCNc1cc(C)nc2c(-c3ccccc3OC)c(C)nn12 | 0% | 4% | 1% | -4%[46.1 µM] | 2% | 0% | 1% | 1% | 2% | -3% | 6
18 | CCCC/C(O)=C1\C(=O)CC(C)(C)CC1=Nc1ccccc1OC | -9% | -2% | -34% | -7% | 2% | -20% | -4% | -26% | 13% | 2% | -13
19 | CCOC(=O)Cc1cc(=O)[nH]c(=O)[nH]1 | 0% | 0% | -13% | 1% | 1% | 22% | -1% | 6% | -6% | 6% | -4
20 | O=C(C[C@H]1C/C=C\CC[C@H](Cc2ccc(F)cc2)C(=O)O[C@H](c2ccccc2)CNC1=O)N[C@H](CO)Cc1ccccc1 | -3% | 0% | -20% | -3% | 1% | -9% | -4% | 10µM* | · | -2% | -20
21 | CCOc1ccc(NC(=O)C(=O)NCCN2CCN(S(=O)(=O)c3ccc(C)cc3)CC2)cc1 | 0% | 12% | 12% | 4% | -1% | 10% | -1% | ? | 0% | -3% | -6
22 | Cc1c(C(=O)N2CCc3ccccc32)oc2c1C(=O)CC(C)(C)C2 | 0% | ? | 13% | -2% | 0% | 12% | -2% | ? | 1% | -2% | -15
23 | CCOC(=O)N1CCN(C(=O)CCSc2ccc(C)cc2)CC1 | -5% | 1% | -1% | -3%[46.1 µM] | 15% | -6% | 2% | ? | -1% | 3% | 3
24 | COc1ccc(CCNC(=O)CN(c2cccc([N+](=O)[O-])c2)S(C)(=O)=O)cc1OC | -10% | 2% | -2% | -36% | 0% | 5% | 2% | 5% | -2% | -3% | 7
25 | O=C(CNc1ccccc1)NNC1=NCCC1 | -7% | 1% | 6% | 15%[46.1 µM] | 0% | ? | 1% | 2% | 0% | -11% | 9
26 | Cc1ccc(Nc2nc3c(c(=O)[nH]c(=O)n3C)n2Cc2ccc(F)cc2)cc1 | 0% | 19% | -4% | -3%[46.1 µM] | -1% | 14% | 2% | ? | 2% | 9% | 17
27 | Cc1[nH]n(-c2ccc([N+](=O)[O-])cc2)c(=O)c1C=NCCc1c[nH]c2ccccc12 | 1% | 1% | -4% | -9%[46.1 µM] | -5% | -7% | -6% | -23% | -4% | -6% | 0
28 | COc1ccc(-c2cc3c(=O)n(CC(=O)NCCCc4ccccc4)ncn3n2)cc1 | -2% | -30% | -5% | -13% | 0% | 7% | 2% | ? | 2% | -2% | -6
29 | COc1ccc(OC)c(NC(=O)CN(C)CCOc2ccc(Br)cc2)c1 | -6% | ? | 4% | 5% | -19% | 10% | 2% | ? | ? | 21% | 26
30 | COc1ccc(C2=NCCn3nc4ccccc4c32)cc1 | · | ? | 8% | -2% | 0% | 0% | 4% | ? | 7% | 25% | 7
31 | CSCCC(NC(=O)c1ccccc1Cl)C(=O)NC1CCN(Cc2ccccc2)CC1 (configuration not stated) | -1% | 3% | -1% | 1% | 1% | -11% | 9% | 6% | 0% | 0% | 25

Screening data from PubChem.
